High-throughput results from PubChem.
EPAC1 antagonist: blocks human EPAC1 exchange factor. O95398. EPAC1 GEF assay, Rap1b-BODIPY-GDP exchange fluorescence. Potency, µM (highest dose often 115 µM), for inactives: top-dose activity change, negative = inhibition, actives largely listed as inhibitors. 360,000 tested, 0.14% active. AID 720709;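 also: potency is read from the fitted curve at half-maximal effect; plate controls were vehicle for no effect and positive control for full effect; nearly all actives have a fitted effect of over 50% in size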
CCT modulator: cytosolic chaperonin activity modulation; activity change, % (no concentration beside the values), hits read low; 360,000 tested, 0.3% active; AID 651819; purified chaperonin ATPase assay, HTRF ADP detection, 30 min; in the data active = activity change below about -30%; also: % is scaled to controls: 0 for no effect and ±100 for the full control effect
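Enzyme 40 or 20 nM (batch-dependent) in Tris pH 7.4/KCl/MgCl2/DTT; cpd 76 uM single point; ATP 10 uM; 30 min 37 °C; Transcreener ADP HTRF detection, 30 min RT; ratio 665/615.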
PLK1 PBD block: blocks phosphopeptide binding to human PLK1 polo-box domain. Plk1 PBD binding of FITC phosphopeptide, fluorescence polarization. Potency, µM, for the others: max response, negative = inhibition, most hits filed as inhibitors. AID 720504. P53350. 360,000 tested, 2.8% active; also: potency is read from the fitted curve at half-maximal effect; series mostly up to about 57 µM; % is scaled to controls: 0 for no effect and ±100 for the full control effect; nearly all actives have a fitted effect of over 65% in size
PI5P4K alpha inh: inhibitors of human PI5P4K alpha | PI5P4Kalpha enzyme, ADP-Glo luminescence, 60 min; stronger effect = lower value | max response, % | 330,000 tested, 1.2% active | AID 652105; active = max response of -50% or lower; inconclusive = between -30% and -50%; inactive = -30% or higher; also: value at the top dose of about 77 µM; % is scaled to controls: 0 for no effect and ±100 for the full control effect
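Luminescence from ADP-Glo served as readout of PI5P4Kalpha activity in a qHTS format. Reaction: enzyme, substrate, compound, ATP at 5 microM final, 60 min at RT.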
WRN inhibitor: inhibitors of human WRN helicase. WRN helicase unwinding, fluorescent forked duplex, kinetic. 360,000 tested, 0.46% active. Potency, µM (series often up to 114 µM), for the others: top-dose activity change, negative = inhibition, most hits filed as inhibitors; also: potency is read from the fitted curve at half-maximal effect; % is scaled to controls: 0 for no effect and ±100 for the full control effect; nearly all actives have a fitted effect of over 55% in size
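Screening of the MLSMR collection measured strand separation of a quenched forked DNA duplex (100 nM) by 20 nM WRN with 2 mM ATP, all final. Compounds were preincubated with enzyme 15 min at room temperature.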
EPAC2 agonist: activates human EPAC2 exchange factor | Q8WZA2 | EPAC2 activation, biochemical qHTS; response scale: 100% = 6.5 mM cAMP response | Potency, µM (titrated, usually from 154 µM), for the others: at the top dose activation, actives largely listed as activators | 360,000 tested, 0.079% active; also: potency is read from the fitted curve at half-maximal effect; nearly all actives have a fitted effect of over 50% in size
Target sequence (Q8WZA2 whole entry, looked up): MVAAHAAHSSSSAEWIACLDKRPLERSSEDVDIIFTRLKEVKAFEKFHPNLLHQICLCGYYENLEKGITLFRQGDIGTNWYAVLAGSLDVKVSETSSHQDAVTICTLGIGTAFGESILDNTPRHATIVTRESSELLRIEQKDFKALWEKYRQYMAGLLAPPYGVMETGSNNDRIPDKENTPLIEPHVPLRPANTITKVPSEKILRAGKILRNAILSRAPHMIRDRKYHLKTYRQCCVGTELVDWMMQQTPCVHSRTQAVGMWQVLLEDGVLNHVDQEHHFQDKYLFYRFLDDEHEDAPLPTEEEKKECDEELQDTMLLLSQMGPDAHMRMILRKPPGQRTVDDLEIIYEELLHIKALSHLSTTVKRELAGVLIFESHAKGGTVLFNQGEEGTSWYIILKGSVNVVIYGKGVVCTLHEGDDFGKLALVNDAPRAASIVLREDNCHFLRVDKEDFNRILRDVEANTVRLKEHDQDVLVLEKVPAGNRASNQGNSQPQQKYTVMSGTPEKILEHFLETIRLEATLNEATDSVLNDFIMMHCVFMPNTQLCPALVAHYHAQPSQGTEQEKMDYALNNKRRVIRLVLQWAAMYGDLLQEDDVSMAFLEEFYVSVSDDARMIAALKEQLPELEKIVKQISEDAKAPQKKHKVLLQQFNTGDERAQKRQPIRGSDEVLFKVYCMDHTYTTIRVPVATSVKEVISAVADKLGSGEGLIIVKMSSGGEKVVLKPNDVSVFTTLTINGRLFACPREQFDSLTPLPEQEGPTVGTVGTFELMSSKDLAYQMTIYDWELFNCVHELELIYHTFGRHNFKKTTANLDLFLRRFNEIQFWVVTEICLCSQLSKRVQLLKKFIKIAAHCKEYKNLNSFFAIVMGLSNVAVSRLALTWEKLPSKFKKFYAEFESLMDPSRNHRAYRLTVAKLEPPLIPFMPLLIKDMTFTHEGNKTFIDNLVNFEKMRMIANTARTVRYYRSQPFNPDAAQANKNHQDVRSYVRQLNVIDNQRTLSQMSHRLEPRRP
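qHTS, titration series. 100 nM EPAC2 / 250 nM Rap1B-BODIPY-GDP / 50 uM GDP; RT; ex 480/em 540 nm, 5-min reads to 30 min. Norm. to 6.5 mM cAMP = activation.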
EPAC1 ag: activates human EPAC1 exchange factor; Potency, µM (doses to about 154 µM), without a hit: top-dose activation, actives largely listed as activators; EPAC1 agonist qHTS, biochemical assay; response scale: 100% = response to 6.5 mM cAMP; AID 720707; 360,000 tested, 0.073% active; also: potency is read from the fitted curve at half-maximal effect; nearly all actives have a fitted effect of over 60% in size
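Nucleotide exchange assay: 100 nM EPAC1 with 250 nM Rap1B loaded with BODIPY-GDP and 50 uM GDP, room temperature. Fluorescence (480/540 nm) read every 5 min for 30 min; signal change normalized to 6.5 mM cAMP as full agonist.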
IL2 activator: activators of IL-2; IL-2 activation reporter assay, cell-based qHTS; stimulated with anti-CD3/CD4/CD28 beads; in transgenic mouse T cells; activation, % (series mostly up to about 46 µM); 360,000 tested, 0.065% active; in the data active = activation above about 50%; inconclusive = mostly about 30% to 49%; also: 0% is about no effect
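EGFP and DsRed fluorescence is measured by plate cytometry in unstimulated transgenic mouse T cells exposed to compound for 60 minutes, then stimulated 18 hours at 37 degrees C with anti-CD3/anti-CD4 beads plus anti-CD28.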
An asterisk follows results filed as active; ? = inconclusive; / = no result given; [ ] = another dose, or the depositor's remark. Unless noted, calls follow the shape of the dose curve; as a rule, active = well fitted curve in the direction sought with a large enough effect; inconclusive = small, poorly fitted or top-dose-only effect, or another doubt; inactive = no such curve, though single readings can be large; an effect the other way counts as inactive or inconclusive.

SMILES	EPAC1 antagonist	CCT modulator	PLK1 PBD block	PI5P4K alpha inh	WRN inhibitor	EPAC2 agonist	EPAC1 ag	IL2 activator
CC(=O)c1ccc(OCC(=O)NC2CCS(=O)(=O)C2)cc1 (centres undefined)	7%	1.4	-1%	/	-6%	9%	12%	-1.2
CC1CN(C(=O)Nc2ccc3c(c2)OCCO3)CC(C)O1 (centres undefined)	-17%	1.5	-5%	-4	2%	5%	6%	-1.0
CCSc1nnc(NC(=O)NC2CCCCC2)s1	-10%	2.3	0%	-3	1%	4%	8%	0.4
C/C(=C\c1ccco1)CN1CCC(N2CCC(C(=O)N3CCOCC3)CC2)CC1	-20%	-1.7	-8%	2	-4%	8%	6%	0.0
O=C(CN1C(=O)c2ccccc2C1=O)NCC(=O)Nc1ccccc1	3%	-4.1	-9%	-8	6%	10%	4%	-0.6
CC(C)(C)Cc1c(-c2cccc(Cl)c2)nc2ccc(Br)cn12	-8%	0.9	-16%	-19	1%	8%	5%	-0.5
COc1ccc(Nc2nc(NCc3ccco3)nc(N/N=C/c3ccc(O)cc3)n2)cc1	6%	-1.1	-2%	-26	?	21%	12%	-4.8
CC(C)(C)C(=O)Nc1ccc(NC(=O)C(C)(C)C)cc1	?	-0.8	-25%	0	-12%	-2%	-1%	-1.7
CCCCc1nc(C(N)=O)c2[nH]c(=O)n(-c3ccccc3F)c2n1	-25%	-2.3	0%	2	0%	6%	-6%	0.8
O=C(/C=C/c1ccccc1)Nc1nnc(SCC(=O)c2ccc3ccccc3c2)s1	8%	-3.8	-4%	-10	?	6%	14%	2.9
CCOc1ccc(CCNC(=O)CSC(=S)N2CCCC2)cc1OCC	-21%	-4.0	0%	-11	2%	-4%	7%	1.4
O=C(CCN1CCCO1)N1CCCC(N2CCN(c3ccccc3F)CC2)C1 (centres undefined)	14%	0.2	-3%	0	2%	-2%	-3%	6.4
CC1(C)Cc2c(c(-c3ccccc3)[nH]c(=O)c2C#N)CO1	12%	-0.6	-12%	-7	1%	26%	2%	0.2
O=C1NC2(CCCCCCC2)C(=O)N1Cc1ccc(F)cc1	-7%	-1.9	-1%	-3	-3%	3%	4%	2.8
Cc1cc(C)c2c(c1)cc(C)c1nnc(SCC(=O)Nc3ccccc3N3CCOCC3)n12	-19%	-3.5	-2%	-5	-24%	-8%	12%	-0.3
Cc1csc(NC(=O)c2ccc(S(=O)(=O)N3CCCC3)cc2)n1	5%	-1.4	1%	4	-9%	4%	-11%	-0.1
O=C(COc1ccc(N2C(=O)c3ccccc3C2=O)cc1)c1ccccc1	7%	-1.9	-6%	8	-6%	6%	13%	0.8
O=C(COC(=O)CNC(=O)c1ccccc1)Nc1ccc(Cl)cc1C(F)(F)F	?	-0.5	-13%	10	24%	-3%	-1%	0.0
CN1CCN(C(=O)C2(NC(=O)Nc3ccccc3Cl)CCCCC2)CC1	5%	3.3	2%	-1	-4%	0%[15.6 µM]	-5%	-0.3
O=C(Nc1ccccc1)c1cccc(S(=O)(=O)NC2CCCC2)c1	-12%	-3.0	-5%	10	-6%	9%	-6%	0.5
O=C(NNc1ncnc2c1cnn2-c1cccc(Cl)c1)c1ccco1	10%	-0.6	-1%	-3	-6%	-1%	-5%	-1.4
Cc1ccsc1C=Nc1c(C)n(C)n(-c2ccccc2)c1=O	-6%	-5.2	-10%	/	-8%	11%	2%	-1.1
COc1ccc(/C=C/C2=NN(C)C(=O)CC2)cc1	-8%	2.4	-3%	-4	9%	-3%	-4%	0.7
COc1cc(C#N)c(NC(=O)CN2CCC(C(N)=O)CC2)cc1OC	8%	-0.4	3%	3	4%	-4%	-11%	-0.9
O=C(NCC(O)c1ccc([N+](=O)[O-])cc1)c1cccc(S(=O)(=O)N2CCCC2)c1 (centres undefined)	-15%	-1.8	-26%	0	-32%	12%	8%	-0.5
COc1ccc(-c2nnc(SCC(=O)NC(C)c3ccccc3)o2)cc1OC (centres undefined)	5%	-0.7	-11%	-3	-1%	7%	1%	-0.8
Cc1ccc(S(=O)(=O)N2CCN(Cc3cc(=O)n4ccccc4n3)CC2)c(C)c1	6%	-1.1	-11%	2	-1%	1%	-6%	11
N#Cc1cnc2nc(SCc3ccccc3)nn2c1	-18%	1.0	-17%	6	-5%	0%	8%	-0.7
CCOC(=O)C1CCN(c2ncnc3c2cnn3-c2ccccc2)CC1	-4%	-1.2	0%	/	4%	7%	4%	-1.3
O=C(COC(=O)c1ccc(Br)o1)Nc1ncc(Cl)cc1Cl	-4%	-4.8	-21%	?	-27%	3%	1%	-1.6

In the list so far, these contain a cyano group.
SMILES	EPAC1 antagonist	CCT modulator	PLK1 PBD block	PI5P4K alpha inh	WRN inhibitor	EPAC2 agonist	EPAC1 ag	IL2 activator
CC1(C)Cc2c(c(-c3ccccc3)[nH]c(=O)c2C#N)CO1	12%	-0.6	-12%	-7	1%	26%	2%	0.2
COc1cc(C#N)c(NC(=O)CN2CCC(C(N)=O)CC2)cc1OC	8%	-0.4	3%	3	4%	-4%	-11%	-0.9
N#Cc1cnc2nc(SCc3ccccc3)nn2c1	-18%	1.0	-17%	6	-5%	0%	8%	-0.7

More compounds follow:
SMILES	EPAC1 antagonist	CCT modulator	PLK1 PBD block	PI5P4K alpha inh	WRN inhibitor	EPAC2 agonist	EPAC1 ag	IL2 activator
CCCc1c(C(=O)N/N=C/c2ccc(C)s2)nnn1-c1nonc1N	3%	-0.7	-12%	-2	-4%	2%	13%	0.2
CC(/C=N/NC(=O)c1ccccc1C)=C\c1ccccc1	0%	-2.8	1%	3	-4%	5%	-9%	0.3
CC(=O)NCCC(=O)Nc1nc2ccc(Oc3ccccc3)cc2s1	-6%	-0.5	-11%	?	-23%	12%	3%	-1.1
CC(=O)C1=C(Nc2ccccc2)CC(C)(O)C(C(C)=O)C1c1ccccc1 (centres undefined)	-24%	0.3	-8%	5	-18%	3%	-1%	0.6
COC(=O)C1=C(CCc2ccccc2)NC(=O)NC1c1ccc([N+](=O)[O-])cc1 (centres undefined)	-19%	0.7	0%	0	-8%	4%	-14%	-4.2
CC(C)CNC(=O)CSc1nc(-c2cccs2)cc(C(F)(F)F)n1	5%	-1.5	-5%	0	5%	-14%	-5%	1.4
O=C(Nc1ccc2c(c1)CCCN2C(=O)c1cccs1)c1ccccc1	-23%	-0.1	21µM*	-4	-20%	1%	-4%	-2.6
COc1ccc(C(CNC(=O)c2oc3ccccc3c2C)N2CCCC2)cc1 (centres undefined)	8%	0.5	-6%	-4	10%	2%	1%	-1.4
Cc1cccc(Cc2nnc(CCC(=O)NCc3ccncc3C)o2)c1	-1%	-6.6	?	0	-11%	13%	11%	1.9
CCC(=O)Nc1cccc(C(=O)/C=C/c2ccc(F)cc2)c1	?	-3.7	-25%	1	-29%	8%	1%	-5.2
O=C(c1ccc(Cl)cc1)C1CCCN(Cc2ccc(Oc3ncccn3)cc2)C1 (centres undefined)	-11%	-3.2	-23%	0	-4%	7%	1%	-0.7
O=C(CNC(=O)c1ccc(Br)o1)NNC(=O)c1n[nH]c(=O)c2ccccc12	-8%	0.6	-12%	6	7%	16%	-7%	0.5
CCOCCCNC(=O)c1ccc2c(c1)N=C(CC)c1cc(Br)ccc1S2	?	-2.0	2%	0	1%	10%	7%	-4.7
CSCC[C@H](NC(=O)[C@H](Cc1ccccc1)n1c(=O)[nH]c2ccccc2c1=O)C(=O)N[C@@H](Cc1ccccc1)C(=O)O	3%	0.4	1%	-5	4%	7%	-18%	0.3
O=C(CN(C(=O)CCC(=O)Nc1nccs1)c1cccc(F)c1)NCc1ccccc1	4%	-0.1	4%	-1	0%	1%	-5%	-2.4
CCOc1ccc(-c2c(=O)n(OCc3nc4ccccc4[nH]3)c3ccccc3[n+]2[O-])cc1	-10%	-1.1	-13%	2	-8%	14%	-10%	-1.4
Cc1cc(=O)oc(C)c1C(=O)N1CCCc2ccccc21	-5%	-1.3	-6%	-1	-13%	4%	7%	-0.4
O=C(O)CCC(=O)c1c[nH]c2ccccc12	-16%	-1.6	-5%	/	-1%	-6%	0%	-0.1
COc1cc(C(=O)OCC(C)=O)ccc1OCc1c(C)noc1C	-3%	-1.3	-1%	0	-6%	7%	0%	-0.9
Cn1c(SCC(=O)NCCC2=CCCCC2)nnc1C(F)(F)F	2%	-3.4	-3%	3	4%	4%	-3%	0.0

Only EPAC2 agonist, PLK1 PBD block and EPAC1 ag, for some of the entries so far:
SMILES | EPAC2 agonist | PLK1 PBD block | EPAC1 ag
Cn1c(SCC(=O)NCCC2=CCCCC2)nnc1C(F)(F)F | 4% | -3% | -3%
CSCC[C@H](NC(=O)[C@H](Cc1ccccc1)n1c(=O)[nH]c2ccccc2c1=O)C(=O)N[C@@H](Cc1ccccc1)C(=O)O | 7% | 1% | -18%

Additional results follow.
SMILES	EPAC1 antagonist	CCT modulator	PLK1 PBD block	PI5P4K alpha inh	WRN inhibitor	EPAC2 agonist	EPAC1 ag	IL2 activator
Fc1ccc(CN2CCCCCCC2)c(F)c1	-1%	-1.8	-5%	-2	15%	-6%	-8%	-2.9
CCCNC(=O)C(Cc1ccc(Cl)cc1)NC(=O)c1ccc(-c2ccccc2)cc1 (centres undefined)	0%	-1.2	-2%	7	-5%	-5%	0%	-0.6
CCCn1c(COc2ccccc2OC)nc2ccccc21	-9%	0.5	5%	0	8%	0%	-7%	-3.7
OC1CCN(C(=S)Nc2ccc(Nc3ccccc3)cc2)CC1	3%	-2.4	?	0	6%	-3%	-1%	-0.1
Cc1ccc(O)c(C2=Nc3ccccc3N=C(c3ccco3)C2)c1	14%	-2.5	6%	11	2%	-6%	-4%	0.3
COc1cc(S(=O)(=O)N2CCOCC2)ccc1NC(=O)COC(=O)C12CC3CC(CC(C3)C1)C2	-17%	-1.2	-2%	14	-7%	11%	2%	-0.2
OC(C#CCN1CCOCC1)c1cccs1 (centres undefined)	0%	2.9	-3%	-2	2%	-3%	8%	-1.6
COc1ccccc1N1CCN(C(=O)c2oc3ccc(F)cc3c2C)CC1	3%	2.1	3%	4	-12%	17%	-9%	0.3
CCc1nnc(NC(=O)C2CCCN2S(=O)(=O)c2ccc(F)cc2)s1 (centres undefined)	6%	-4.9	-9%	3	2%	-2%	2%	-0.3
O=C(Nc1nc(OCCN2CCCC2=O)cnc1/C=C\c1ccccc1)c1cc2ccccc2s1	-11%	-4.7	-10%	-4	-7%	7%	-1%	-0.6
COc1ccccc1-c1ccc(=O)n(CC(=O)Nc2ccc(C(=O)N3CCCC3)cc2)n1	6%	-1.5	0%	/	0%	4%	0%	0.7
CCOC(=O)C1CCN(C(=O)Nc2cccc(OC)c2)CC1	0%	-5.2	3%	6	-6%	6%	2%	1.5
CC(C)c1ccc(NC(=S)NNC(=O)C2CC2)cc1	-1%	-3.6	-5%	0	1%	6%	-1%	0.5

Only part of the results is shown. The share of hits here may be higher or lower than overall.
